Bioassay records from PubChem.
DNMT1 block: human DNMT1 methyltransferase inhibitors, primary screen, biochemical, molecular beacon, fluorescence, HinP1I cleavage, uHTS; DNA (cytosine-5)-methyltransferase 1 (Homo sapiens), P26358; inhibition (reported as % activation of signal), % at 10 µM; actives 0.83% (n = 360,000); AID 588458, 2011; in the data active = inhibition above about 50%
Rpn11 block: Rpn11 (PSMD14) deubiquitinase inhibitors, primary screen, biochemical, fluorescence polarization, uHTS; human 26S proteasome, Ub4-pepOG fluorescence polarization; 20S core pre-blocked with epoxomicin; calls only at 20 µM; actives 0.59% (n = 360,000); AID 588493, 2011;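 active = inhibition at 20 µM, scaled to each plate's controls, above about 33%, limit read from the data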
CendR NRP1 mod: modulators of CendR peptide binding to NRP-1, primary screen, biochemical, fluorescence polarization, uHTS; Neuropilin-1 (Homo sapiens), O14786; inhibition, % at 25 µM; actives 0.85% (n = 360,000); FAM-RPARPAR peptide binding to NRP-1;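 active = inhibition or corrected inhibition above about 18%, plus a signal ratio from 0.5 to 1.5, limit read from the data, passing the limit was not always enough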; also: strong numbers were not always called active
STEP block: STEP phosphatase inhibitors, primary screen, biochemical, fluorescence intensity, uHTS | Tyrosine-protein phosphatase non-receptor type 5 (Homo sapiens), P54829 | recombinant STEP, OMFP fluorogenic substrate | inhibition, % at 20 µM | actives 0.25% (n = 360,000) | AID 588621, 2011;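 active = inhibition at 20 µM, scaled per plate between control wells, above about 37%, limit read from the data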;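 also: 0% = DMSO with enzyme and substrate and 100% = substrate only without enzyme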
Target sequence (P54829 whole entry, looked up): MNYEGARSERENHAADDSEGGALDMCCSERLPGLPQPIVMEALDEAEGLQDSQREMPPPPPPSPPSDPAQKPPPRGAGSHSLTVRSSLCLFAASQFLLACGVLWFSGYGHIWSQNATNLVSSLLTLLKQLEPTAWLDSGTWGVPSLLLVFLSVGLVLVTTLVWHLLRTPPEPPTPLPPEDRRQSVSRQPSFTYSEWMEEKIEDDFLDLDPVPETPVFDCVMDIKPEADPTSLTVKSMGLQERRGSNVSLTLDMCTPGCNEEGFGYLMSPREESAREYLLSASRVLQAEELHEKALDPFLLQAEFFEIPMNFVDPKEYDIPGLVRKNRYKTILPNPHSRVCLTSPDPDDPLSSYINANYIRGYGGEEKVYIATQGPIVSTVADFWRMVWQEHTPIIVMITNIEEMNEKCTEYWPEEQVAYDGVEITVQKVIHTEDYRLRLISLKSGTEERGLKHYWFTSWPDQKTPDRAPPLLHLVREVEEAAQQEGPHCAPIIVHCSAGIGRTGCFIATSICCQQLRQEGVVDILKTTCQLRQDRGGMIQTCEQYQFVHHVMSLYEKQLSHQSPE
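Assay system: isolated STEP enzyme. Buffer or medium: pH 6.0 Bis-Tris with DTT and Tween 20. Also added: fluorogenic phosphatase substrate OMFP at 25 µM final. Dosing: 20 µM, 1% DMSO. Timing: 20 min reaction, room temperature, in the dark. Measured by: fluorescence intensity, excitation 480 nm, emission 540 nm. Evaluation: normalized % inhibition.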
NadD inh: inhibitors of S. aureus NadD, primary screen, biochemical, colorimetric, uHTS | actives 0.78% (n = 360,000) | AID 602399, 2012 | Nicotinate-nucleotide adenylyltransferase NadD (Staphylococcus aureus N315) | purified NadD enzyme, colorimetric absorbance read-out | inhibition, % at 20 µM; in the data active = inhibition above about 26%; also: some compounds past the cut are filed as inactive
MT1-MMP act inh: blockers of MT1-MMP proenzyme processing, primary screen, HT1080 RFP-PRO-GFP cells, GFP/RFP fluorescence. Matrix metalloproteinase-14 (Homo sapiens), P50281. GFP/RFP ratio fluorescence, overnight; percent of plate control window, DMSO zero. GFP/RFP ratio change, % at 20 µM. actives 0.061% (n = 360,000);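 active = GFP/RFP ratio change of at least 30% with cell ATP level not reduced by more than half and red fluorescence within 50% of control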; also: strong numbers were not always called active
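Assay system: HT1080 RFP-PRO-GFP cells | Dosing: 20 µM single dose, 1% DMSO | Incubation: Cells overnight before dosing, compound overnight, 37 °C, 5% CO2 | Evaluation: GFP/RFP fluorescence ratio | Control set: DMSO-only wells and HT1080 RFP-L50D-GFP cell wells as references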
Scp-1 inhibitor: Scp-1 phosphatase inhibitors, primary screen, biochemical, colorimetric, uHTS; Recombinant Scp1, phosphopeptide, malachite green phosphate absorbance; Carboxy-terminal domain RNA polymerase II polypeptide A small phosphatase 1 (Homo …; inhibition, % at 20 µM; actives 0.88% (n = 340,000);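 active = inhibition above about 50% at 20 µM, limit read from the data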;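 also: plate controls were DMSO wells with enzyme for no effect and wells lacking enzyme for full effect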
Target sequence (Q9GZU7 76-261 limits assumed): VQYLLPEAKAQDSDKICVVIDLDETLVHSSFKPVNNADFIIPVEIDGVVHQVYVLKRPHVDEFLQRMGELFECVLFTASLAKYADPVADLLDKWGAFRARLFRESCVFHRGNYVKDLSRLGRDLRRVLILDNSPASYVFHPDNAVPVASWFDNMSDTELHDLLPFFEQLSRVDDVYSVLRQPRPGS
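Material – SCP-1 phosphatase catalytic domain, residues 76-261 · Buffer or medium – Acidic Tris acetate buffer with magnesium and detergent · Also added – Phospho 17-mer peptide substrate · Compound – single 20 µM dose, 1% DMSO · Times – 45 min room-temperature reaction, 5 min colour, 30 min stabiliser · Technique – Phosphate-binding colour reagent, absorbance read at 630 nm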
SUMO1-SIM PPI: modulators of SUMO1 protein-protein interactions, primary screen, biochemical, uHTS; AID 602429, 2012; SUMO1 binding to a labelled peptide, TR-FRET, 1 h; actives 0.33% (n = 360,000); Small ubiquitin-related modifier 1 (Homo sapiens), P63165; inhibition, % at 20 µM; in the data active = inhibition above about 37%
Target sequence (P63165 whole entry, looked up): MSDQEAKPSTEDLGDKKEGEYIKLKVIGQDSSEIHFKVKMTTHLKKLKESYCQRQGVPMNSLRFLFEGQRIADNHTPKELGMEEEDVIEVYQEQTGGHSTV
SKN-1 block: suppressors of acrylamide-induced Pgst-4::GFP reporter in worms, primary screen, SKN-1 inhibitor project, whole organism, uHTS, GFP/RFP fluorescence ratio, strain VP596. C. elegans VP596 Pgst-4::GFP/RFP ratio, 24 h. inhibition, % at 21.8 µM. actives 0.49% (n = 360,000). AID 624304, 2012;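 active = interference check ratio from 0.5 to 1.5 plus GFP to RFP signal ratio inhibition reaching or exceeding a fixed threshold, cut at about 30% in these data, passing the limit was not always enough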; also: some compounds called inactive have numbers as strong as hits
LMPTP block: LMPTP phosphatase inhibitors, primary screen, biochemical, fluorescence intensity, uHTS; recombinant LMPTP-A, OMFP fluorogenic substrate; Low molecular weight phosphotyrosine protein phosphatase (Homo sapiens), P24666; inhibition, % at 20 µM; AID 651560, 2012; actives 0.22% (n = 360,000);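 active = compounds that cut the enzyme signal by at least half of the control window in the single-dose screen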;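 also: plate controls were DMSO wells with enzyme plus substrate for no effect and substrate without enzyme for full effect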
Target sequence (P24666 whole entry, looked up): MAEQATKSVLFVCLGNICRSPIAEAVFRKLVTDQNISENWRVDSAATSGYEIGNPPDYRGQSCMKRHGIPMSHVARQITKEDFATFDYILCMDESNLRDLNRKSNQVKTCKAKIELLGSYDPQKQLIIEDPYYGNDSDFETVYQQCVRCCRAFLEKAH
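Test system: LMPTP-A phosphatase enzyme. Amount: LMPTP-A at 0.625 nM final in the reaction. Reagent: OMFP substrate, 400 µM final. Times: 50 min at room temperature. Signal: endpoint fluorescence intensity from OMFP dephosphorylation. Read-out basis: % inhibition. Benchmarks: no-enzyme and uninhibited controls.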
Numbers without * were called inactive; i = inactive; . = not tested or not shown. Compounds as they come; overall some 3.9% were active at least once.

SMILES	DNMT1 block	Rpn11 block	CendR NRP1 mod	STEP block	NadD inh	MT1-MMP act inh	Scp-1 inhibitor	SUMO1-SIM PPI	SKN-1 block	LMPTP block
COc1cc(CC(=O)NCc2ccco2)cc(OC)c1OC	1	i	8	-2	-4	4	0	-2	11	-2.8
COc1ccc(CNC(=S)Nc2ccc(F)c(Cl)c2)cc1	4	i	9	-2	-3	2	-10	-1	1	1.1
O=c1[nH]cnc2c1N1CCC2CC1	0	i	-5	2	0	4	-2	0	-2	-1.3
COc1ccc(C(=O)NC(C(=O)N2CCc3ccccc32)C(C)C)cc1 (stereo not drawn)	1	i	1	0	2	2	-8	4	1	-1.1
C=C(c1ccccc1C)[n+]1ccccc1	-1	i	7	-3	-5	-1	-7	6	2	-1.8
CCn1nc(C)c(/C=N/NC(=O)Cn2nnnc2N)c1C	3	i	-4	0	3	9	7	-7	18	-1.3
CC(C)(C)c1ccc(N=C2SCC(=O)N2Cc2cccs2)cc1	2	i	6	-2	-5	0	11	-1	10	1.3
O=C(/C=C/c1ccc(F)cc1)NCCCn1ccnc1	0	i	3	-2	-6	4	-10	-3	-2	-2.5
COc1ccc(Oc2cc(F)nc(N)n2)cc1	0	i	-4	-2	-2	-1	1	-3	6	-2.3
O=C(CSc1nc2cc(Cl)ccc2s1)NCc1ccc2c(c1)OCO2	5	i	14	0	-4	3	-5	-1	-1	0.6
Cc1nnc(SCC(=O)Nc2nsc(-c3ccccc3)n2)s1	-1	i	4	-3	-8	-10	-4	3	1	-1.4
COC(=O)C(c1cc(OC)c(O)c(OC)c1)(N1CCNC(C)C1)C(F)(F)F (stereo not drawn)	-4	i	7	3	0	-4	-7	7	6	-3.3
O=[N+]([O-])c1ccc(Sc2nccn2Cc2ccccc2)c([N+](=O)[O-])c1	20	i	2	2	0	-3	-5	-30	9	-1.0
COc1ccc(N(CC(=O)O)S(C)(=O)=O)cc1OC	1	i	-2	2	1	11	-2	0	-21	-1.0
N#CCC(C(=O)c1cccnc1)c1ccccc1 (stereo not drawn)	0	i	0	-1	-3	-2	.	2	4	-0.7

3 of the entries above in order of their number in CendR NRP1 mod, falling.
Molecule | DNMT1 block | Rpn11 block | CendR NRP1 mod | NadD inh | MT1-MMP act inh | Scp-1 inhibitor | SUMO1-SIM PPI | SKN-1 block | LMPTP block
O=C(CSc1nc2cc(Cl)ccc2s1)NCc1ccc2c(c1)OCO2 | 5 | i | 14 | -4 | 3 | -5 | -1 | -1 | 0.6
C=C(c1ccccc1C)[n+]1ccccc1 | -1 | i | 7 | -5 | -1 | -7 | 6 | 2 | -1.8
O=[N+]([O-])c1ccc(Sc2nccn2Cc2ccccc2)c([N+](=O)[O-])c1 | 20 | i | 2 | 0 | -3 | -5 | -30 | 9 | -1.0

Next structures
SMILES	DNMT1 block	Rpn11 block	CendR NRP1 mod	STEP block	NadD inh	MT1-MMP act inh	Scp-1 inhibitor	SUMO1-SIM PPI	SKN-1 block	LMPTP block
CCOc1ccc(-c2cccc(NC(=O)COc3ccccc3)c2)nn1	-2	i	0	-4	-2	1	-14	-2	-3	0.1
COc1ccc(-c2nc3cc(C)c(Br)c(C)n3c2Cc2ccccc2C(F)(F)F)cc1OC	.	.	-16	.	17	0	.	7	-16	2.3
O=C(Nc1ccc(Cl)cc1)c1cc2nc(-c3ccco3)cc(C(F)(F)F)n2n1	-4	i	-18	-5	10	-3	-2	3	11	-0.1
NC(=O)CSc1nc2scc(-c3ccc(Cl)cc3)c2c(=O)n1Cc1ccccc1	4	i	-2	4	9	-4	5	-3	1	3.3
Fc1ccc(Nc2nc(Oc3ccc4c(c3)OCO4)nc(N3CCOCC3)n2)c(F)c1	14	i	-3	-1	8	-1	-2	-1	-43	-0.1
CCC(c1nnnn1Cc1ccc(OC)cc1)N(CCCO)Cc1cc2cc3c(cc2[nH]c1=O)OCO3 (stereo not drawn)	-6	i	8	1	-4	-10	-8	-6	-4	-0.6
COc1ccc(C(=O)O)cc1S(=O)(=O)NCc1ccncc1	5	i	-3	-3	3	-3	8	2	2	0.2
O=C(CCNC(=O)Cn1ccc2ccccc2c1=O)NCCCN1CCN(c2ccc(F)cc2)CC1	0	i	14	-3	6	-1	-5	-5	6	0.1
COc1ccccc1N1CCN(c2nc3c(C)cccn3c(=O)c2C=O)CC1	-3	i	0	-2	-8	-4	5	-7	12	0.4
O=C(CNC(=O)c1sc2ccccc2c1Cl)NC1CC1	0	i	-5	1	-7	7	5	-8	1	-1.8
CC1(C)C2CC[C@]1(C)C(=O)N(CCCCN1CCN(c3ccccn3)CC1)C2=O	0	i	1	-4	-4	-2	-8	1	12	-2.9
O=C(NCC1CCCO1)c1cc(S(=O)(=O)N2CCCC2)c(Cl)cc1Cl (stereo not drawn)	1	i	4	1	-4	2	-3	-2	13	1.2
O=C(CCn1c(=O)oc2ccccc21)Nc1nc2ccccc2s1	0	i	12	3	-3	1	-17	7	2	0.6
CC(C)OC(=O)COc1ccc(-c2ccccc2)cc1	-5	i	2	1	-4	-1	-10	0	5	1.0
O=NN(CC(=O)NNc1ccccc1)CC(=O)NNc1ccccc1	-1	i	-16	0	3	2	.	5	-16	0.6
COc1ccc(/C=C/C(=O)OCc2cccc([N+](=O)[O-])c2)cc1	0	i	0	0	2	7	-15	-13	3	2.5
CC1(C)CC(=O)C=C(c2ccccc2CO)C1=O	3	i	-7	-4	1	-1	.	-2	4	-1.6
CC(C)n1nnc(-c2ccc(OCc3ccccc3F)cc2)n1	-3	i	13	1	3	-1	58*	2	24	2.4
COCC1CCN(C(=O)c2ccc3oc(Cc4ccccc4)nc3c2)C1 (stereo not drawn)	7	i	6	-2	-5	6	-8	-10	-5	0.2
COc1ccc(C)cc1NC(=O)CSc1ccc(-c2ccccn2)nn1	-1	i	1	-4	2	5	5	3	7	-1.1
O=C(NCCC1CCCCN1S(=O)(=O)c1ccccc1)C(=O)Nc1ccc(F)cc1 (stereo not drawn)	-1	i	1	1	-13	9	-2	1	-1	-0.9
CC1CCN(CC(=O)Nc2ccc(N3CCCCCC3)cc2)CC1	-16	i	-5	-4	11	0	-2	-3	-1	9.5
CC(=O)N1CCN(C(=O)c2ccco2)CC1	4	i	18	-3	-5	-1	-5	3	-5	-0.8
O=C(CSc1nnc(Cc2ccccc2)n1-c1ccc(F)cc1)N1CCOCC1	0	i	-10	-1	-1	0	-5	-5	-20	-0.9
CCOCCCNC(=O)c1c[nH]c2ccc(C)cc2c1=O	12	i	-7	-3	-2	9	-4	-3	23	-0.5
CC(=O)Nc1cccc(C(=O)O)n1	-1	i	8	0	2	-3	-7	-2	11	-2.4
CCC(C(=O)OC)n1cnc2scc(-c3ccc(C)c(C)c3)c2c1=O (stereo not drawn)	1	i	10	-2	-3	-1	-9	3	14	1.0
CN(c1ccc(C(=O)NCC2CCCO2)cc1)S(=O)(=O)c1ccccc1 (stereo not drawn)	-3	i	-7	-2	-4	1	4	1	-3	-1.8
COc1ccccc1NS(=O)(=O)c1cc(NC(=O)Cc2n[nH]c(=O)c3ccccc23)ccc1Cl	-5	i	4	-1	17	-2	-7	8	8	0.1
O=C(NCC(=O)N1CCCC1)c1cccs1	-1	i	10	1	-1	8	-5	1	8	-0.6
O=C(CSCc1ccc(F)cc1)Nc1ccccc1C(=O)N1CCOCC1	-4	i	-8	-2	0	2	-5	-1	1	0.2
COCCCn1nnnc1SCC(=O)Nc1nc2ccccc2s1	-3	i	3	-2	-7	-3	-3	-10	9	0.1
O=C(Cc1c[nH]c2ccccc12)Nc1nnc(C2CC2)s1	-14	i	-12	0	-3	-1	-10	1	1	0.2
Cc1ccc(/C=C/C(=O)Nc2ccc(S(N)(=O)=O)cc2)o1	0	i	-12	2	4	-7	-8	-10	-6	0.7
Cc1cccc(CN2CCC(Oc3ccc(C(=O)N4CCCCC4)cc3)CC2)c1	-1	i	6	0	-5	-1	-8	0	8	-0.3
CCOc1ccc(NC(=O)CC2C(=O)N(C)C(=S)N2Cc2ccco2)cc1 (stereo not drawn)	-2	i	-5	-1	2	3	3	-1	-4	-0.4
CCOC(=O)c1cc(-c2csc(-c3cccc(Cl)c3)n2)on1	1	i	5	-1	-3	1	-11	-2	10	-0.6
Cc1cc(C)c2oc(=O)cc(CN3CCN(Cc4ccccc4)CC3)c2c1	1	i	-6	0	2	0	2	-1	27	-0.1
CCCCOCCCNC(=O)C[C@@H]1C[C@@]2(C(=O)OC)CCCCC=C2N(Cc2ccc3c(c2)OCO3)C1=O	.	.	12	.	.	3	.	0	5	0.0
COc1ccc(/C=N/NC(=O)Cn2c(Cc3ccc(OC)c(OC)c3)nc3ccccc32)cc1	5	i	12	0	7	-1	-5	-12	5	-1.9
Cc1ccc(CNC(=O)COC(=O)CN2C(=O)C3CC=CCC3C2=O)cc1 (stereo not drawn)	-4	i	-9	2	1	-3	-5	5	-14	0.5
CC(C)[C@H](NC(=O)OC(C)(C)C)C(=O)NCC1CCC(C(=O)N[C@@H](Cc2ccccc2)C(=O)O)CC1 (stereo partly drawn)	1	i	2	-1	4	1	-6	4	-8	-0.6
COc1cc(-c2[nH]nc3c2C(c2ccoc2)C(C#N)=C(N)O3)cc(OC)c1OC (stereo not drawn)	4	i	-6	-1	1	5	0	-10	-12	-0.9
CCC1CCCCN1C(=O)COc1ccc(F)cc1 (stereo not drawn)	4	i	0	0	-4	2	-2	1	-5	-1.4
Cc1nc(C)c(-c2csc(Nc3ccccn3)n2)s1	-5	i	-5	-1	-5	5	-5	-14	34	2.4
